HT1080NT lethal – kills 2HG-producing HT-1080-NT fibrosarcoma cells; AID 686970; 1.6% of 360,000 active; HT-1080-NT fibrosarcoma viability, CellTiter-Glo ATP luminescence, 48 h; Potency, µM (highest dose often 46.1 µM), for the others: at the highest dose activity, negative = less viability, hits mostly cytotoxic;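 note: NT is the 2HG producing partner of a matched IDH1 knockdown line; potency is the fitted concentration of half-maximal effect; 0% = DMSO-treated cells and -100% = media-only wells without cells; nearly all actives have a fitted effect of over 55% in size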
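Read-out is CellTiter-Glo luminescence after 10 minutes at room temperature, following 48 hours' compound treatment of HT-1080-NT cells (750 cells/well, RPMI, 5% FBS, 37 degrees C).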
GLP1R cytotox – cytotoxic in the GLP-1 receptor inverse agonist counter-screen; HEK293 cAMP-luciferase reporter cells, luminescence, 24 h; Potency, µM (highest dose often 38.3 µM), inactives show at the highest dose activity change, negative = inhibition, usual class: inhibitors; 0.13% of 410,000 active; AID 624418;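 note: loss of luciferase light is scored as toxicity; potency is the fitted concentration of half-maximal effect; % is set by controls: 0 for no effect and ±100 for the full control effect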
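Here, cytotoxicity is scored as loss of luminescence. The MLSMR collection was tested on cells seeded in medium containing 10% Nu serum, with a 24 hr compound exposure preceded by 12 hours of culture.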
MCF10A rereplic – inducers of DNA re-replication in MCF 10A breast cells. 2.9% of 350,000 active. Potency, µM (doses to about 46.1 µM), inactives show top-dose activity, positive = re-replication, usual class: activators. MCF 10A DNA re-replication, Hoechst nuclear intensity, 48 h. AID 624296; note: potency is the fitted concentration of half-maximal effect; % of control where 0% means no effect; nearly all actives have a fitted effect of over 50% in size
IL-1B inflam inh – inflammasome signaling inhibition, IL-1 beta readout. THP-1 LPS/ATP IL-1B secretion, AlphaLISA, 16 h; hits give low values. activity change, % at 57.5 µM. 4.7% of 360,000 active. AID 743279; in the data active = activity change below about -50%; inconclusive = mostly about -30% to -49%; note: % is set by controls: 0 for no effect and ±100 for the full control effect
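THP-1 cells pretreated 1 hr with compounds (up to 57.5 uM final), then stimulated with LPS (250 ng/mL final) plus ATP (1.25 mM final); secreted IL-1B measured by AlphaLISA after 16 hr, decreased signal indicating inhibition.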
HT1080 IDH1KD tx – kills HT-1080 cells with IDH1 knockdown; HT-1080 IDH1 knockdown viability, ATP luminescence, 48 h; Potency, µM (highest dose often 46.1 µM), for inactives: at the top dose activity, negative = toxicity, hits mostly cytotoxic; 2% of 360,000 active;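 note: potency is the fitted concentration of half-maximal effect; 0% = DMSO wells and -100% = cell-free medium wells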
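In this qHTS, HT-1080 cells depleted of IDH1 are exposed for 48 h at 37 °C to compound titrations. Toxicity is scored from CellTiter-Glo luminescence, with DMSO as full viability and medium alone as none.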
D3 ag – activates the human D3 dopamine receptor; P35462; 0.58% of 410,000 active; max activation, %; D3R DiscoveRx beta-arrestin cells, luminescence, 90 min; in the data active = max activation above about 30%; note: 0% is about no effect; mostly tested at two doses, the higher about 12 µM
Target sequence (P35462 whole entry, looked up): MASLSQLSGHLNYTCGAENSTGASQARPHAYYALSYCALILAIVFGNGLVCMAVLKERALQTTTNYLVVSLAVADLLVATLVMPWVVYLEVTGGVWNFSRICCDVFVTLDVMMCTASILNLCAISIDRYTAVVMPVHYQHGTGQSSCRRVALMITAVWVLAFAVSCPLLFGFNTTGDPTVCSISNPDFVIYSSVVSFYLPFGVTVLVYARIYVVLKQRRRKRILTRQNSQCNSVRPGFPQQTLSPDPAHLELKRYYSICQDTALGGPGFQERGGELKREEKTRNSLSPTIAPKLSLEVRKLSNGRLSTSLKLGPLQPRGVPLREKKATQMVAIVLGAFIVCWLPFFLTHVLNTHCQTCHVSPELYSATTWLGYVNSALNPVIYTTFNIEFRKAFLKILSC
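Agonist mode: compounds and dopamine controls were applied to plated cells for 90 min at 37 degrees C after an overnight attachment at 1500 cells/well. Luminescent read-out followed 30 - 60 minutes at room temperature with DiscoveRx detection reagent.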
KB-3-1 cytotox – KB-3-1 parental cell cytotoxicity | KB-3-1 viability, CellTiter-Glo ATP luminescence, 72 h | Potency, µM (titrated, usually from 46.1 µM), inactives show at the highest dose activity change, negative = cytotoxic, hits mostly cytotoxic | 1.4% of 400,000 active; note: potency is the fitted concentration of half-maximal effect; % is set by controls: 0 for no effect and ±100 for the full control effect; nearly all actives have a fitted effect of over 60% in size
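Multi-concentration cytotoxicity screen in KB-3-1 cells grown in DMEM lacking phenol red with 10% FBS. After 72 h at 37 °C with compound, ATP-dependent luminescence was recorded.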
SW480 rereplic – DNA re-replication induction in SW480 cells. SW480 DNA re-replication, Hoechst DNA content imaging, 48 h. Potency, µM (highest dose often 46.1 µM), for inactives: at the highest dose re-replication activation, most hits filed as activators. 1.8% of 340,000 active. AID 624297; note: potency is the fitted concentration of half-maximal effect; % of control where 0% means no effect; nearly all actives have a fitted effect of over 55% in size
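Cells (250 per well) received 23 nL compound or DMSO by pin tool and were kept 48 hr at 37 C, 5% CO2. Nuclei were then stained with Hoechst for 40 min and scanned for DNA content.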
KB-V1 MDR tox – kills drug-selected multidrug resistant KB-V1 cells; KB-V1 MDR cells viability, CellTiter-Glo, 72 h; Potency, µM (highest dose often 46.1 µM), for the others: at the top dose activity change, negative = cytotoxicity, actives largely listed as cytotoxic; 3.4% of 400,000 active; note: potency is the fitted concentration of half-maximal effect; % is set by controls: 0 for no effect and ±100 for the full control effect; nearly all actives have a fitted effect of over 60% in size
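Readout: CellTiter-Glo luminescence, 10 min after addition. Cells: KB-V1 MDR subline, 72 h at 37 degrees C with compound. Analysis: corrected, normalized data fitted to concentration-effect curves.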
* hit, by the source's call; ? = inconclusive; · = not tested or not shown; [ ] = dose if it differs, or a comment. Unless noted, calls come from the whole dose curve; as a rule, active = well fitted curve in the direction sought with a large enough effect; inconclusive = small, poorly fitted or top-dose-only effect, or another doubt; inactive = no such curve, though single readings can be large; an effect the other way counts as inactive or inconclusive.

Sample of the layout:
SMILES	HT1080NT lethal	GLP1R cytotox	MCF10A rereplic	IL-1B inflam inh	HT1080 IDH1KD tx	D3 ag	KB-3-1 cytotox	SW480 rereplic	KB-V1 MDR tox
CC(C)Cn1c2c(c(=O)[nH]c1=O)C(NS(=O)(=O)c1ccc(Cl)cc1)(C(F)(F)F)C(=O)N2 (configuration not stated)	5%	-10%	-4%	8	0%	0	6%	-2%	?
Cn1ncc2c(Nc3ccc4ccccc4c3)ncnc21	?	6%	?	-17	0%	18	15%	16µM*	?
Cc1sc2ncn(CC(=O)NCCCC(=O)Nc3ccc(C(C)C)cc3)c(=O)c2c1C	-12%	12%	4%	54	10%	3	?	13%	-5%
CC1(c2nnc(Cc3ccccc3)o2)CC(c2ccc(Cl)cc2)=NO1 (configuration not stated)	20%	?	22%	37	12%	16	12%	1%	-24%

Main list, repeating the preview:
SMILES	HT1080NT lethal	GLP1R cytotox	MCF10A rereplic	IL-1B inflam inh	HT1080 IDH1KD tx	D3 ag	KB-3-1 cytotox	SW480 rereplic	KB-V1 MDR tox
CC(C)Cn1c2c(c(=O)[nH]c1=O)C(NS(=O)(=O)c1ccc(Cl)cc1)(C(F)(F)F)C(=O)N2 (configuration not stated)	5%	-10%	-4%	8	0%	0	6%	-2%	?
Cn1ncc2c(Nc3ccc4ccccc4c3)ncnc21	?	6%	?	-17	0%	18	15%	16µM*	?
Cc1sc2ncn(CC(=O)NCCCC(=O)Nc3ccc(C(C)C)cc3)c(=O)c2c1C	-12%	12%	4%	54	10%	3	?	13%	-5%
CC1(c2nnc(Cc3ccccc3)o2)CC(c2ccc(Cl)cc2)=NO1 (configuration not stated)	20%	?	22%	37	12%	16	12%	1%	-24%
CC1CC(C)CN(S(=O)(=O)c2ccc3c(c2)CC(=O)N3)C1 (configuration not stated)	4%	1%	-3%	3	0%	2	2%	-12%	16%
Cc1ccc(S(=O)(=O)NC(CC(=O)NC2CCCC2)c2ccco2)cc1 (configuration not stated)	6%	-4%	-2%	7	3%	1	-1%	8%	?
COc1ccc(/C=C/C(=O)NCCCNC(=O)/C=C/c2ccc(OC)c(OC)c2)cc1OC	0%	-6%	4%	-10	0%	10	-11%	-7%	0%
O=C(CCC(=O)c1ccccc1)NC1CCCN(Cc2ccccc2F)C1 (configuration not stated)	1%	-12%	-22%	39	-2%	-11	2%	-3%	-11%
NS(=O)(=O)c1ccc(CCn2c(=S)[nH]c3ccc(F)cc3c2=O)cc1	0%	-5%	-4%	-9	15%	3	1%	0%	-8%
O=C(Nc1ccc(Cl)cc1)c1ccc2c(c1)S(=O)(=O)c1ccccc1C2=O	1%	-3%	-3%	16	-2%	1	14%	-29%	-5%
CC(C)(Oc1ccc(Cl)cc1)C(=O)N1CCN(c2ccccn2)CC1	-15%	-14%	19%	-16	-19%	-1	-2%	2%	?
COc1ccc(OCc2ccc(-c3nc(C#N)c(N4CCCCC4)o3)o2)cc1	·	3%	·	·	·	-7	-12%	·	-6%
Cc1ccc(S(=O)(=O)/N=C2/NC(=O)/C(=C/c3ccccn3)S2)cc1	-2%	-6%	3%	-8	-21%	2	-1%	3%	-6%
Cc1cc(C)c(NC(=O)CN(C)C(=O)C2CC(=O)N(c3cccc4ccccc34)C2)c(C)c1 (configuration not stated)	1%	8%	28%	-12	1%	5	-17%	-15%	-12%
Cc1ccc(C(=O)Nc2cccc3cccnc23)cc1Cl	·	-1%	·	·	·	1	-6%	·	8%
CCOc1nsc(OCC)n1	0%	5%	5%	20	16%	-9	2%	1%	-5%
COc1ccc(C(=O)C=Cc2ccc(OCc3ccccc3)c(OC)c2)cc1OC	?	37%[activator]	·	-90*	?	6	?	·	?
Cc1ccccc1-c1nnc(CN2CCN(C(=O)c3ccco3)CC2)o1	26%	-4%	1%	-3	8%	20	4%	4%	-10%
C=C(C)Cn1c(CNC(C)=O)nc2ccccc21	0%	6%	3%	1	-2%	8	3%	-7%	6%
COC(=O)c1cc(S(=O)(=O)Nc2ccc(C)cn2)c[nH]1	-3%	2%	?	8	5%	0	7%	-1%	-9%
Cc1ccc2nc3c(cc(C(=O)NC4CCCC4)c(=N)n3C(C)C)c(=O)n2c1	·	441%[activator]	·	·	·	3	-4%	·	-3%
Cc1ccc(CNC(=O)C2CCC(=O)N2C(C)C)cc1 (configuration not stated)	5%	-6%	0%	-3	5%	7	5%	2%	3%
COC(=O)c1sc2ccccc2c1N	0%	6%	6%	20	5%	5	5%	3%	?
CC(C(=O)N1CCOCC1)n1cc([N+](=O)[O-])cn1 (configuration not stated)	20%	17%	0%	-11	26%	2	-6%	-2%	1%
O=C(O)CCC(=O)Nc1cccc(C(=O)c2ccccc2)c1	2%	0%	-3%	2	3%	7	1%	-10%	5%
COc1ccc(NC(=O)C2CC(=O)N=C(N)S2)cc1 (configuration not stated)	5%	2%	2%	11	16%	9	17%	-15%	3%
CCOc1ccc(S(=O)(=O)N(CC(=O)NCC(F)(F)F)Cc2ccco2)cc1	3%	8%	11%	10	7%	1	8%	-3%	-20%
Cc1ccc(CNC(=O)c2ccc(S(=O)(=O)N3CCCCC3)cc2)cc1	4%	-4%	12%	10	0%	3	14%	-2%	-2%
O=C(C1CCC(CNS(=O)(=O)c2cccc3cccnc23)CC1)N1CCc2ccccc21 (configuration not stated)	-1%	0%	?	-8	-24%	-15	-31%	?	-2%
CC(C)(C)SC(=O)C[C@@H]1NS(=O)(=O)OC2CCCCC21 (some centres not stated)	-2%	8%	-4%	-13	-9%	-13	9%	-16%	11%
O=C(COC(=O)/C=C/c1ccc(S(=O)(=O)N2CCOCC2)cc1)NCc1ccc(F)cc1	-13%	-1%	?	0	-12%	-7	-14%	-1%	1%
CC(=O)N1CCc2cc(S(=O)(=O)CCC(=O)Nc3cccc(F)c3)ccc21	-1%	-13%	?	2	0%	-4	2%	-5%	8%
CCOc1ccc2nc(Cl)c(C3CC(c4ccc(OC)cc4)=NN3S(C)(=O)=O)cc2c1 (configuration not stated)	·	2%	·	·	·	-12	2%	·	?
Cc1ccc(NC(=O)COC(=O)c2ccco2)cc1	-4%	16%	-3%	14	-2%	1	3%	-9%	-3%
O=C(Nc1ccc(N2CCOCC2)cc1)c1c(F)cccc1Cl	15%	3%	-4%	-17	15%	4	-3%	1%	0%
CCC1CCc2sc(C(=O)NCC3CCCO3)cc2C1 (configuration not stated)	-1%	-4%	-1%	-17	20%	4	-6%	-6%	-20%
Cc1cccc(NC(=O)c2cnccn2)c1	0%	0%	-1%	-21	-1%	2	-3%	-1%	-10%
CC(OC(=O)Cn1cnc2ccccc2c1=O)C(=O)NCc1ccccc1 (configuration not stated)	6%	-3%	12%	-2	11%	1	1%	-48%[inhibitor]	18%
Cc1ccc(OCC(=O)N(Cc2ccc(N(C)C)cc2)C2CCS(=O)(=O)C2)cc1 (configuration not stated)	-1%	-11%	-1%	-3	11%	8	11%	7%	0%
Cc1ccccc1C(=O)NC1CCS(=O)(=O)C1 (configuration not stated)	11%	-5%	2%	7	1%	-1	19%	-8%	23%
O=C1/C(=C/c2ccco2)N=C(N2CCCCC2)N1c1ccccc1	8%	-9%[1.53 µM]	?	-8	0%	2	-14%	?	-27%
CO/N=C/c1c(C(=O)OC)nn(-c2ccccc2)c1Cl	0%	6%	?	-5	0%	0	4%	-48%[inhibitor]	4%
O=C(Nc1ccsc1C(=O)NC1CC1)c1ccccc1	2%	-32%	1%	-26	2%	-1	16%	-4%	-19%
CCCCNC(=O)c1c(N)[nH]c(C(=O)c2ccccc2)c1-c1ccc(Cl)cc1	10%	4%	·	3	2%	-6	13%	·	-11%
CCN(CC(=O)NCc1ccc(Cl)cc1)C(=O)C1CCN(S(=O)(=O)c2ccc(OC)c(OC)c2)CC1	-1%	1%	-1%	-12	-2%	3	-2%	1%	-21%
O=C(CN(Cc1ccc(F)cc1)C(=O)CNS(=O)(=O)c1ccccc1)NCc1ccco1	8%	16%	-1%	-7	0%	-5	5%	-6%	-10%
COc1cc(/C=N/NC(N)=O)ccc1OCC(=O)Nc1cc(C)c(C)cc1Br	1%	4%	-1%	8	8%	-1	-5%	-59%[inhibitor]	?
CC(=O)Nc1c(C(=O)N2CCOCC2)cnn1-c1ccc(C)c(C)c1	8%	-7%	0%	21	0%	1	2%	2%	6%
C=CCOc1c(Br)cc(/C=C(\C#N)C(N)=O)cc1OC	0%	-24%	-4%	3	15%	5	-3%	12%	0%
O=C(Nc1cccc(C(=O)O)c1)Nc1ccccc1Cl	14%	-2%	2%	12	14%	7	5%	-7%	-5%
NS(=O)(=O)c1ccc(CCNC(=O)C2CCCO2)cc1 (configuration not stated)	25%	4%	1%	7	9%	5	0%	-4%	8%
CCn1c(CCNC(=O)c2ccc(Cl)cc2)nnc1SCC(=O)NC1CCCC1	0%	-6%	-4%	18	3%	0	-11%	-4%	5%
Cc1ccc(CN2C(=O)c3oc4ccc(C)cc4c(=O)c3C2c2ccc(O)cc2)cc1 (configuration not stated)	·	-9%	·	·	·	-9	4%	·	?
CC1CCCCC1NC(=O)COC(=O)c1cc(=O)[nH]c2ccccc12 (configuration not stated)	1%	5%	4%	5	2%	5	0%	2%	-3%
NC(=O)c1c(C(F)(F)F)cc(-c2ccccc2)nc1NCCO	2%	4%	7%	5	0%	-1	1%	-5%	-1%
O=C(NC1(C(F)(F)F)NC(=O)N(c2ccc(F)cc2)C1=O)c1cccs1 (configuration not stated)	7%	-8%	-70%[inhibitor]	17	9%	4	-16%	?	?
O=C1CCCc2c1cc(C(=O)NCc1ccco1)c(=O)n2-c1ccc(Cl)cc1	11%	6%	1%	15	9%	2	?	-8%	16µM*

Screening data as filed in PubChem BioAssay.

No enrichment for hits, and some 11% of all compounds hit somewhere here.
